RGS8-Gao: human RGS8-Galphao interaction regulation; P09471; multiplexed bead flow cytometry, RGS8-Galphao binding; actives lie on both sides; response (percent of control binding), % at 10 µM; 220,000 compounds, 0.34% hits; AID 1423; in the data active = response below about 60% or above about 140%; inactive = in between;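 also: Galphao activated as the GDP aluminium fluoride complex binding bead-coupled RGS8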
Target sequence (P09471 whole entry, looked up): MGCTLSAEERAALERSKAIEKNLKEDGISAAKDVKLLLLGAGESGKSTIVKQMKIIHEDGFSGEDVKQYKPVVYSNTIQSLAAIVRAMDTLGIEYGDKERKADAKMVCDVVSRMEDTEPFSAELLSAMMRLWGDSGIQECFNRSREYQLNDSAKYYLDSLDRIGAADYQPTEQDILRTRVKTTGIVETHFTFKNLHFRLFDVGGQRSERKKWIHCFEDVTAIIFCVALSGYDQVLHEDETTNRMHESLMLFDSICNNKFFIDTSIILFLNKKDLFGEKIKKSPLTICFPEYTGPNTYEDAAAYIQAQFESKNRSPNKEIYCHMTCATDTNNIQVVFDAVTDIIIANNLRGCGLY
Rab7 wt modul: modulators of GTP binding to dog Rab7 wildtype GTPase; GST-Rab7 beads, fluorescent GTP binding, flow cytometry; actives lie on both sides; untreated = 100%, excess cold GTP = 0%; GTP binding activity (percent of control), % at 10 µM; 190,000 compounds, 0.055% hits;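 active = fluorescent GTP binding to Rab7 beads changed by at least 20 points from the 100% baseline, either direction, mostly lower; inconclusive = compound itself probably fluorescent, or too few beads counted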;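 also: median green fluorescence of bound Bodipy-FL-GTP per Rab7 bead population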
HRas wt GTP: changes GTP binding to wildtype human HRas | 190,000 compounds, 0.14% hits | GTP binding activity, % at 10 µM | P01112 | GST-Ras wt beads, Bodipy-FL-GTP binding, flow cytometry; actives lie on both sides;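 active = GTP binding activity at least 20% away from the 100% baseline, either lowered as inhibitor or raised as activator; inconclusive = flagged as likely green fluorescent, judged across all proteins in the well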;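 also: 0% = unlabeled GTP competition control and 100% = no-compound control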
Target sequence (P01112 whole entry, looked up): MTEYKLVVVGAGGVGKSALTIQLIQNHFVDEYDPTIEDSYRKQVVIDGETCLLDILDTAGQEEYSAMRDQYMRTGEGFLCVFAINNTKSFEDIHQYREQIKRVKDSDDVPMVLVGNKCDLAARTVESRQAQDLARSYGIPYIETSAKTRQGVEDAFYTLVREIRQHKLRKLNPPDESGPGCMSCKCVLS
Rac1 wt GTP bind: human Rac1 wildtype GTP binding, inhibitors and activators; P63000; GST-Rac1 beads, fluorescent GTP binding, flow cytometry; actives lie on both sides; 0 = cold GTP competed, 100 = untreated; GTP binding activity (% of control), % at 10 µM; 190,000 compounds, 0.27% hits; AID 757;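 active = GTP binding activity at least 20 points away from the 100% control level, either lower or higher; inconclusive = compound flagged as likely green fluorescent, judged across all proteins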
Mcl1 Bid PPI: disrupts binding of human Mcl-1 to Bid peptide; Q07820; TR-FRET Mcl-1/Bid-Dy647 peptide binding, 1536-well; inhibition, % at 21.7 µM; 220,000 compounds, 0.97% hits;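 active = compounds that cut the binding signal by more than half at the single screening dose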;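 also: His-tagged Mcl-1 with europium anti-His antibody binding Bid BH3 peptide; 0% = Mcl-1 plus peptide wells and 100% = peptide-only wells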
Target sequence (Q07820 whole entry, looked up): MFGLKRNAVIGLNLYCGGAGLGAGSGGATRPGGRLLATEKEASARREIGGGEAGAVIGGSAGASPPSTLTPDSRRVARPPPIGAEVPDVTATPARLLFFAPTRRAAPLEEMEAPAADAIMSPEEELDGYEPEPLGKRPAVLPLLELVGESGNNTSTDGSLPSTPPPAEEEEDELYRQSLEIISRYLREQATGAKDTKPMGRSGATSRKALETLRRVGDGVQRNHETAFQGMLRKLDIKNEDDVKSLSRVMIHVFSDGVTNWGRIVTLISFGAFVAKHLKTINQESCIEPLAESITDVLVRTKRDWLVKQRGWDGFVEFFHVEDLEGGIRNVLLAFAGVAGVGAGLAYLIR
Pf gametocyte: kills late stage P. falciparum gametocytes; P. falciparum stage V gametocytes, ATP luminescence, 24 h; inhibition, % at 10.9 µM; 150,000 compounds, 0.065% hits; AID 743093;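 active = inhibition above the mean plus 3 SD of compounds within the control limits, set per campaign, cut at about 38% in these data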;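 also: 0% = DMSO wells and 100% = medium only without gametocytes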
Rac1 act GTP bind: alters GTP binding to activated mutant human Rac1. P63000. GST-Rac1 activated beads, fluorescent GTP binding, flow cytometry; actives lie on both sides; 100% means binding = to untreated wells. percent activity (GTP binding), % at 10 µM. 190,000 compounds, 0.11% hits;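 active = GTP binding at least 20 percentage points away from the 100% baseline, in either direction, so actives lie on both sides; inconclusive = Compound likely fluorescent itself, or too few beads counted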
Mcl-1 Bim block: inhibitors of Bim-Mcl-1 interaction, human; Bead-based flow cytometry, Bim peptide-Mcl-1 binding; inhibition, % at 10 µM; 190,000 compounds, 0.1% hits; AID 1009; in the data active = inhibition above about 40%;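 also: 0% = no compound tracer wells and 100% = peptide blocker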
Rab2A wt mod: changes GTP binding to wildtype dog Rab2A, up or down | GST-Rab2 wt beads, Bodipy-GTP binding, flow cytometry | 190,000 compounds, 0.19% hits | P61105 | GTP binding activity, % at 10 µM;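 active = GTP binding activity at least 20 points away from 100%, either lowered or raised; inconclusive = signal likely due to the compound's own green fluorescence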;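 also: 0% = beads with excess unlabeled GTP and 100% = no-compound control corrected for plate trend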
Cdc42 wt: changes GTP binding to wildtype human Cdc42. 190,000 compounds, 0.2% hits. P60953. GST-Cdc42 beads, Bodipy-GTP binding, flow cytometry; actives lie on both sides. percent activity (GTP binding), % at 10 µM;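 active = percent activity GTP binding at least 20 points away from the 100% baseline, either down as inhibitor or up as activator; inconclusive = compound flagged as likely green fluorescent from well-wide comparison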;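 also: median bead fluorescence of bound Bodipy-FL-GTP at 100 nM; 0% = excess unlabeled GTP control and 100% = no compound control; below 100% means less GTP binding so inhibitor and above means activator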
Mcl1 Noxa PPI: disrupts binding of human Mcl-1 to Noxa peptide. inhibition, % at 21.7 µM. 220,000 compounds, 1.5% hits. TR-FRET Mcl-1/Noxa peptide binding, 2 h. Q07820;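 active = compounds that cut the protein-peptide binding signal by more than 50% relative to plate controls in a single-dose test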;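 also: His-tagged Mcl-1 with rhodamine Noxa BH3 peptide and terbium anti-His antibody; 0% = Mcl-1 plus Noxa peptide wells and 100% = peptide-only wells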
* marks the source's active call; other numbers are inactive results; ? = inconclusive; . = no result given. Compounds as they come. About 2.9% of those tested had a hit in this group.

SMILES	RGS8-Gao	Rab7 wt modul	HRas wt GTP	Rac1 wt GTP bind	Mcl1 Bid PPI	Pf gametocyte	Rac1 act GTP bind	Mcl-1 Bim block	Rab2A wt mod	Cdc42 wt	Mcl1 Noxa PPI
CS(=O)(=O)c1ccccc1-c1nc(-c2cc(C(F)(F)F)cc(C(F)(F)F)c2)no1	98.2	96.0	102.0	101.0	-15.1	-13.0	101.0	0.0	101.0	103.0	6.2
NC(=O)COC(=O)c1cccc(S(=O)(=O)N2CCCCC2)c1	101.1	105.0	100.0	101.0	-1.3	4.6	95.0	1.0	97.0	98.0	1.3
C/C(N)=C(/C#N)C(=O)COC(=O)C1CCC(C(C)(C)C)CC1 (stereo not given)	101.1	99.0	101.0	107.0	-2.2	.	100.0	0.0	103.0	102.0	-7.6
COc1ccc(/C=C/C(=O)Nc2ccc(-n3nncc3-c3ccccc3)cc2)cc1OC	97.5	102.0	99.0	103.0	8.6	0.2	98.0	-3.0	100.0	101.0	1.0
c1cc2c(cc1C1=Nn3c(nnc3C3CCCCC3)SC1)OCO2	101.3	99.0	98.0	100.0	-5.4	8.3	98.0	-2.0	98.0	98.0	7.0
CC1=NN(C(N)=S)C(=O)C1N=Nc1cccc2ccccc12 (stereo not given)	103.8	96.0	93.0	93.0	-54.5	.	91.0	1.0	91.0	90.0	-13.6
O=C(Nc1nnc(CC(c2ccccc2)c2ccccc2)s1)c1ccco1	102.0	100.0	104.0	106.0	6.9	-0.8	102.0	1.0	102.0	106.0	17.8
O=C(CN1CCCCCCC1)Nc1cccc(Cl)c1Cl	100.0	102.0	94.0	92.0	-18.9	.	96.0	-3.0	97.0	96.0	10.3
CSc1nnc(NC(=O)c2ccc(C)c(S(=O)(=O)N3CCOCC3)c2)s1	12.0*	104.0	102.0	116.0	-18.4	.	102.0	-8.0	103.0	106.0	-10.8
COC(=O)c1ccc2c(c1)N(C)C(=O)CS2	96.5	104.0	103.0	104.0	1.1	.	101.0	-5.0	102.0	103.0	4.6
CCCn1nnnc1NC(=O)c1ccc2ccccc2c1	93.9	92.0	91.0	90.0	-4.2	-8.2	85.0	-6.0	85.0	94.0	-45.2
CC1(C)CC(O)C(C)(C)N1O (stereo not given)	102.1	108.0	107.0	115.0	-30.4	.	103.0	0.0	107.0	106.0	3.3
COc1ccc(NC(=O)C2CCC(N3C(=O)C4C5C=CC(C5)C4C3=O)CC2)cc1 (stereo not given)	106.3	105.0	105.0	109.0	2.1	.	99.0	0.0	104.0	107.0	2.3
CCc1c(C)nc(SCc2ccccn2)[nH]c1=O	97.6	104.0	100.0	101.0	-4.4	-25.0	93.0	-3.0	98.0	98.0	1.1
CCOc1ccc2[nH]c(=O)c(CN(Cc3cccs3)Cc3nnnn3C(C)(C)CC)cc2c1	100.5	98.0	89.0	85.0	9.0	-1.7	95.0	0.0	95.0	86.0	-2.1
N#C/C(=C/c1ccc(N2CCCCC2)o1)C(=O)Nc1ccc(Cl)cc1	104.4	?	?	?	-28.0	13.6	?	-3.0	?	?	14.3
Cc1[nH]c(=O)[nH]c(=O)c1S(=O)(=O)NCCc1ccc(S(N)(=O)=O)cc1	104.6	98.0	99.0	97.0	-13.9	-1.6	95.0	0.0	95.0	99.0	58.1*
COc1ccc(C(C#N)N2N=C(c3ccccc3)CC2c2ccccc2)cc1OC (stereo not given)	100.8	102.0	100.0	103.0	-12.1	2.7	99.0	-6.0	99.0	103.0	1.1
O=C(Nc1ccc(CSc2ccccc2)cc1)c1ccc(CN2CCOCC2)cc1	98.4	97.0	101.0	105.0	-13.0	.	99.0	-8.0	99.0	104.0	15.4
CCSc1nnc(NC(=O)c2cccc(S(=O)(=O)N(C)c3ccccc3)c2)s1	102.2	102.0	99.0	100.0	0.2	.	97.0	-2.0	97.0	98.0	20.2
CCCC(C1=C(O)CC(C)(C)CC1=O)C1C(=O)CC(C)(C)CC1=O (stereo not given)	90.5	95.0	98.0	103.0	-20.4	.	96.0	1.0	97.0	96.0	2.6
Cc1cccc(C(=O)NN2S(=O)(=O)c3ccccc3S2(=O)=O)c1	99.0	101.0	97.0	99.0	-35.5	-14.1	97.0	-1.0	99.0	98.0	13.1
CN(C)C(=S)Nc1ccc([N+](=O)[O-])cc1	100.2	102.0	100.0	104.0	-22.4	-9.9	102.0	-1.0	101.0	101.0	0.7
CCOC(=O)c1cc2[nH]c3ccccc3c2[n+](-c2ccc([N+](=O)[O-])cc2)c1N	100.7	101.0	101.0	104.0	3.3	.	98.0	-4.0	102.0	101.0	45.0
CC(C)c1nnc(SCC(=O)Nc2ccc3c(c2)OCO3)n1C	93.9	101.0	102.0	105.0	12.3	.	96.0	19.0	102.0	99.0	19.5
O=C(Cn1cnc2ccccc2c1=O)c1ccc2ccccc2c1	99.1	98.0	100.0	102.0	2.3	.	97.0	-1.0	100.0	104.0	2.2
CCN(Cc1cc2ccc(C)cc2[nH]c1=O)C(=O)c1cccnc1	106.0	90.0	95.0	98.0	0.8	.	97.0	0.0	97.0	97.0	-4.6
O=C(NC1CC1)c1ccc(CN(c2ccccc2)S(=O)(=O)c2ccccc2)cc1	100.3	102.0	95.0	93.0	-23.6	.	91.0	3.0	94.0	92.0	11.2
Cc1cc(C)cc(OCC(=O)OCC(=O)NCc2ccco2)c1	100.8	102.0	98.0	100.0	-14.8	.	97.0	-5.0	100.0	100.0	21.2
CCOC(=O)c1ccc(NC(=O)CC2C(=O)N(c3ccc(F)cc3)C(=O)N2CCCOC)cc1 (stereo not given)	99.4	104.0	104.0	105.0	-52.1	-1.1	103.0	-1.0	107.0	107.0	-3.5
Cc1noc2ncnc(Sc3c(Cl)cccc3Cl)c12	102.5	102.0	99.0	102.0	-1.6	22.8	99.0	-2.0	96.0	100.0	-9.8
COc1ccc(CN2CC(C(=O)NCc3ccccn3)CC2=O)cc1 (stereo not given)	100.9	101.0	99.0	101.0	-63.7	.	98.0	-1.0	98.0	101.0	-41.1
CC1CC(C)CN(C(=O)c2ccncc2)C1 (stereo not given)	105.6	103.0	102.0	103.0	-0.2	.	98.0	-1.0	100.0	101.0	6.5
CN(C)C=Nc1c(C(=O)c2ccccc2)sc2nccc(N(C)C)c12	108.5	101.0	101.0	102.0	-9.3	-5.7	99.0	-5.0	99.0	101.0	25.7
CCCCNC(=O)C1CCCN1C(=O)NC1CCCCC1 (stereo not given)	94.5	92.0	100.0	101.0	-0.3	.	100.0	-2.0	97.0	102.0	6.2
COc1ccc(N=C/C=C2\C=C(c3ccccc3)OC(C)(C)O2)cc1	98.2	104.0	100.0	104.0	6.5	.	100.0	-2.0	101.0	100.0	28.6
CCOC(=O)c1c(NC(C)=O)sc2c(O)cccc12	102.6	95.0	97.0	100.0	-51.6	-17.5	96.0	0.0	99.0	99.0	36.9
O=[N+]([O-])c1ccc(-c2csc3[n+]2CCS3)cc1	98.0	106.0	103.0	108.0	-13.4	.	98.0	-3.0	101.0	100.0	9.8
CCc1cc2cc3c(cc2nc1SCC(=O)Nc1cc(C)on1)OCO3	98.9	100.0	105.0	103.0	13.8	.	102.0	1.0	102.0	105.0	-48.0
O=C(O)CNC(=O)CC1S/C(=N/N=C/c2ccccc2O)NC1=O (stereo not given)	108.8	101.0	95.0	95.0	-24.9	13.7	91.0	-2.0	95.0	94.0	-27.6
CCC(C)N1C(=O)CCC1C(=O)N1CCN(c2ccccc2F)CC1 (stereo not given)	100.6	93.0	94.0	94.0	-2.3	.	92.0	3.0	93.0	96.0	24.0
CC1CCN(CCCCOc2ccc(C(=O)c3ccccc3)cc2)CC1	89.4	103.0	102.0	102.0	24.4	.	99.0	-1.0	100.0	101.0	18.7
O=C(c1ccc(F)cc1)N1CCN(c2ccc([N+](=O)[O-])c(N3CCCCC3)c2)CC1	101.5	98.0	99.0	101.0	-45.5	.	101.0	-1.0	101.0	96.0	8.8
COc1ccc(N2C(=O)CSC2c2ccc3c(c2)OCO3)c(OC)c1 (stereo not given)	96.7	99.0	100.0	102.0	-29.7	.	101.0	-1.0	98.0	99.0	-16.5
CCOC(=O)c1nn(-c2ccccc2)c2nnc(Cc3ccccc3)c(=O)n12	102.0	101.0	101.0	101.0	-32.8	19.6	98.0	0.0	97.0	100.0	19.6
O=C(Oc1cccc2c(=O)[nH]ccc12)c1ccccc1	99.7	99.0	92.0	88.0	-4.9	-9.0	95.0	2.0	97.0	92.0	8.0
O=S(=O)(c1ccc(NC(=S)N/N=C/c2cccc(Oc3ccccc3)c2)cc1)N1CCOCC1	101.4	95.0	94.0	98.0	-29.2	.	92.0	-2.0	92.0	96.0	-7.0
COc1cc(/C=N/N=C2/C(=O)Nc3ccccc32)cc(OC)c1O	98.4	93.0	95.0	97.0	-102.9	-10.1	99.0	-4.0	92.0	97.0	36.1
Cc1cccc(NC(=O)c2ccc(CN3CCN(Cc4ccccc4)CC3)cc2)c1	102.7	95.0	97.0	103.0	-15.8	0.8	95.0	1.0	96.0	99.0	1.6
c1ccc(Cn2nnnc2C(c2ccccc2)N2CCN(c3nc4ccccc4s3)CC2)cc1 (stereo not given)	84.7	95.0	97.0	104.0	-19.7	11.4	98.0	-6.0	95.0	96.0	14.1
Cc1oc(-c2cccs2)nc1CN1CCC(c2ccccc2)CC1	99.1	107.0	102.0	102.0	-15.4	24.0	97.0	0.0	103.0	98.0	-0.6
O=C(Cc1ccccc1)N1CCC(c2nc3ccccc3[nH]2)CC1	100.5	98.0	104.0	100.0	-18.2	-5.7	101.0	2.0	105.0	104.0	15.7
O=C1c2ccccc2C(=O)N1CCCCN(C(=O)c1ccc([N+](=O)[O-])cc1)c1ccc(Cl)cc1	97.8	104.0	101.0	95.0	-6.5	.	98.0	-3.0	99.0	96.0	-10.6
COc1ccccc1CNC(=O)COC(=O)/C=C/c1cccs1	91.4	97.0	98.0	103.0	-15.5	-1.9	98.0	-3.0	99.0	100.0	17.8
CN(C)CC(O)COc1cccc(OCC(O)CN(C)C)c1 (stereo not given)	102.4	96.0	100.0	98.0	-13.7	.	100.0	-3.0	99.0	101.0	-3.3
CCOC(=O)C(C)(C)N(Cc1cccc(C)c1)S(=O)(=O)c1ccc(Cl)c([N+](=O)[O-])c1	92.1	99.0	100.0	105.0	2.8	-5.2	98.0	2.0	100.0	104.0	10.8
